DT40 TDP1 CPT = growth inhibition of DT40 Tdp1-/-;hTDP1 cells with camptothecin (screen for TDP1 inhibitors); chicken DT40 Tdp1-/-;hTDP1 cells + 20 nM CPT, ATP luminescence, 48 h; Potency, µM (series often up to 46.2 µM), without a hit: at the top dose activity change, negative = growth inhibition, most hits filed as inhibitors; 12% of 420,000 active; also: nearly all actives have a fitted effect of over 55% in size
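Chicken DT40 Tdp1-/- cells complemented with human TDP1, 400 cells/well, exposed to compounds plus 20 nM camptothecin for at least 48 h at 37 C; viability read as ATP content by CellTiter-Glo luminescence.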
GCN5L2 inh = blocks human GCN5L2 histone acetyltransferase. Q92830. GCN5L2 HAT assay, ThioGlo1 CoA-SH fluorescence. Potency, µM (titrated, usually from 58.9 µM), for inactives: at the top dose activity change, negative = inhibition, actives largely listed as inhibitors. 0.21% of 390,000 active. AID 504327
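Titration-based screen in which CoA formation is detected via maleimide probe ThioGlo1 (50uM) turning fluorescent on thiol reaction; substrates H3(1-25) 75uM and acetyl-CoA 70uM, GCN5L2 20nM, 20 min incubation at room temperature.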
FEN1 inhibitor = inhibitors of human flap endonuclease 1. 0.35% of 390,000 active. Recombinant FEN1 flap cleavage, fluorescence, 15 min. P39748. Potency, µM (titrated, usually from 114 µM), for the others: top-dose activity change, negative = inhibition, usual class: inhibitors; also: nearly all actives have a fitted effect of over 65% in size
Target sequence (P39748 whole entry, looked up): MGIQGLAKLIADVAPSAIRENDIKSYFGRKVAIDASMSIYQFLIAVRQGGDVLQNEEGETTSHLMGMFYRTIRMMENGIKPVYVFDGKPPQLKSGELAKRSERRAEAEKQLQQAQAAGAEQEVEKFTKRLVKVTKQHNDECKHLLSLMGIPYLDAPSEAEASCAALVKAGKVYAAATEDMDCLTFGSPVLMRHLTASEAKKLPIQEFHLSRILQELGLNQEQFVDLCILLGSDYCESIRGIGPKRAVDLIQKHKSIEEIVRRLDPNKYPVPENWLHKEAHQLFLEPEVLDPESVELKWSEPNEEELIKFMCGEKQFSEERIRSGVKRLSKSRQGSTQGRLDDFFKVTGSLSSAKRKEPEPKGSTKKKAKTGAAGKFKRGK
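Compounds are tested as a concentration series against 10 nM FEN1; after a 15 min room-temperature preincubation, 50 nM substrate starts cleavage, with plate reads at 0 and 15 min. Normalized responses are fitted by a Hill equation.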
Starred values were filed as active, the others as inactive; ? = inconclusive; . = not tested or not shown; & = joins results of further samples. Calls follow the shape of the dose curve; as a rule, active = well fitted curve in the direction sought with a large enough effect; inconclusive = small, poorly fitted or top-dose-only effect, or another doubt; inactive = no such curve, though single readings can be large; an effect the other way counts as inactive or inconclusive. % is scaled to controls: 0 for no effect and ±100 for the full control effect; potency is read from the fitted curve at half-maximal effect. An excerpt (hit frequency here may not be typical).

SMILES | DT40 TDP1 CPT | GCN5L2 inh | FEN1 inhibitor
CCOC(=O)CCC(=O)N1CCOCCOCCN(C(=O)CCC(=O)OCC)CCOCCOCC1 | -15% | -3% | -1%
Cc1cccc(-n2c3nc(=O)[nH]c(=O)c-3cc3ccc(Cl)cc32)c1C | ? | -4% | -16%
COc1ccc(N2CCN(C(=O)CSc3ncnc4scc(-c5ccc(C)cc5)c34)CC2)cc1 | ? | . | 5%
CCCC(=O)Nc1nc(C(=O)OCC)cs1 | -2% | -14% | -2%
CC(C)Cn1c(N)c(C(=O)NCc2cccs2)c2nc3ccccc3nc21 | ? | -28% | ?
CC1CCC(C(C)(C)O)CC2=C1CCC2C (stereo not given) | 2% | -5% | .
CC(C)(C)NC(=O)CCSc1nc(-c2ccc3c(c2)OCO3)cc(C(F)(F)F)n1 | . | -3% | -26%
COc1ccc(/C=C2\SC(=S)N(NS(=O)(=O)c3ccccc3)C2=O)c(OC)c1 | -28% | -4% | -25%
NC(=O)C1CCN(C(=O)C2CCN(C(=O)Nc3ccccc3)CC2)CC1 | 9% | 0% | 2%
O=C1c2ccccc2C(=O)N1CC1=CCS(=O)(=O)C1 | -24% | -5% | 11%
CCN(c1ccccc1)S(=O)(=O)c1cc(NC(=O)COC(=O)C2CC2)ccc1Cl | 0% | -8% | ?
Cc1ccc(NC(=O)c2sc(N)nc2-c2ccc([N+](=O)[O-])cc2)c(C)c1 | -21% | -2% | -4%
[N-]=[N+]=CC(=O)C(Cc1ccccc1)N1C(=O)c2ccccc2C1=O (stereo not given) | -2% | -4% | -7%
c1ccc2c(c1)nnn2CNc1nccs1 | 9.2µM* | 2% | 24%
Cc1c(O)ccc2c(=O)c(-c3nncn3-c3ccccc3)coc12 | 8% | -2% | 16%
O=C(O)c1ccccc1SCC(=O)N1c2ccccc2Sc2ccccc21 | -13% | -23% | 9%
COc1ccc(C2C(C(=O)Nc3ccccc3)=C(C)Nc3nc(-c4ccccc4)nn32)cc1OC (stereo not given) | -29% | -7% | -11%
CCCCNC(=S)NCc1ccc2[nH]c(C)cc2c1 | ? | 0% | -9%
Cc1cc(C)n2nc(C(=O)Nc3cccc(S(=O)(=O)N4CCOCC4)c3)nc2n1 | -1% | -3% | -4%
Cc1nc2cc(CO)ccc2s1 | -19% | 1% | 9%
Cc1cc(C)cc(N(CC(=O)NCCSc2ccccn2)S(=O)(=O)c2ccccc2)c1 | ? | -11% | -17%
Cc1cccc(C(=O)O)c1NC(=O)c1ccc(F)cc1 | -18% | -4% | -1%
CC(C)CC(NS(=O)(=O)c1ccc2c(c1)oc(=O)n2C)C(=O)NCCc1ccc(Cl)cc1 (stereo not given) | ? | -1% | 3%
O=C(Nc1ccc(S(=O)(=O)N2CCOCC2)cc1)c1ccc(Cl)c([N+](=O)[O-])c1 | 13µM* | . | -4%
Cc1ccc(NC(=O)COC(=O)c2ccc(NC(=O)CC#N)cc2)cc1S(=O)(=O)N1CCOCC1 | -1% | -11% | -6%

Next compounds:
SMILES | DT40 TDP1 CPT | GCN5L2 inh | FEN1 inhibitor
O=C(CSc1nc2c([nH]c3ccccc32)c(=O)n1-c1cccc(Cl)c1)N1CCc2ccccc21 | ? | -8% | 0%
CCOc1cc(C(=O)OCC(=O)Nc2ncc(Cl)c(C)c2Cl)ccc1OCC(=O)N1CCOCC1 | 2% | 3% | -8%
CCOC(=O)c1c2n(c3ccc(OC(C)=O)cc13)CCC2 | 1% | 0% | -4%
COCCn1c(=O)c(-c2ccccc2)nc2cnc(OCc3ccccc3)nc21 | -14% | -24% | .
CC(C)N1CC(C(=O)Nc2ccc(F)c(Cl)c2)CC1=O (stereo not given) | 2% | -3% | -2%
COC(=O)C(C)Oc1ccc(-c2nccc(-c3ccc(F)cc3)n2)cc1 (stereo not given) | -12% | -4% | -5%
CCOc1ccc(CCNC(=O)c2cccc(-n3cnnn3)c2)cc1OCC | ? | 2% | 0%
C/C(Nc1ccc(C)cc1)=C(/C#N)C(N)=O | 4% | -7% | 5%
COc1ccc(C(=O)Nc2ccc(N3CCN(C)CC3)cc2)cc1OC | 5% | ? | 2%
O=C(NCC1CCCO1)c1cc(-c2ccccc2)nc2ccc(Br)cc12 (stereo not given) | ? | -6% | -2%
COc1ccc(-c2nc(CCl)cs2)cc1OC | 4.6µM* | -6% | 0%
Cc1cc(C)n(CC(=O)NC2CCCc3c2cnn3-c2ccccc2F)n1 (stereo not given) | -7% | -2% | 1%
CCN(CC(=O)NCCc1ccc(F)cc1)Cc1nc2ccccc2c(=O)[nH]1 | ? | -7% | 2%
Cc1ccc(CNC(=O)CCc2nnc3ccc(N4CCC5(CC4)OCCO5)nn23)cc1 | -1% | -1% | -7%
Cc1ccc(C2=NN(CC(=O)NC(C)c3ccccc3)C(=O)CC2)cc1 (stereo not given) | -8% | 13% | 2%
CC(C(=O)OCC(=O)Nc1ccc(S(=O)(=O)N2CCCCC2)cc1)N1C(=O)c2ccccc2C1=O (stereo not given) | -16% | 1% | 1%
COC(=O)C1=C(C(=O)OC)[C@@H]2N(Cc3ccccc3)c3ccccc3[C@@]23C[C@@H](C(=O)OC)N(C(=O)c2cc(C)oc2C)C3=N1 | 23µM* | . | 11%
O=C(Nc1ccc2nc(-c3ccccn3)[nH]c2c1)C1CCCCC1 | ? | -25% | 10%
COc1ccc(C(=O)CSc2nnc(CN3CCCC3)n2-c2ccc(F)cc2)c(OC)c1 | ? | -1% | -9%
CCOC(=O)CNC(=O)CSc1nnc(-c2c[nH]c3ccccc23)n1CC | -3% | -6% | -8%
COc1ccc(C(=O)NC2CCN(CC(=O)NCc3cccc(OC)c3)CC2)cc1 | -13% | 1% | -17%
Cc1nnnn1/C(=C\c1ccccc1)C(=O)OCC(=O)NC(C)(C)C | 16µM* | 12% | -2%
CC(=O)C1=C(O)C(=O)N(Cc2ccccc2)C1c1ccc(Br)cc1 (stereo not given) | 25% | -17% | -27%
COc1ccc(CCNC(=O)C2CCCN2C(=O)Nc2cccc(OC)c2)cc1 (stereo not given) | -23% | -18% | 27%
CCOc1ccc2c(c1)OC1(CCC(C)C1)CC2=O (stereo not given) | -25% | . | 4%

Three compounds drawn at random from the list so far, as already listed:
SMILES | DT40 TDP1 CPT | GCN5L2 inh | FEN1 inhibitor
COc1ccc(C(=O)CSc2nnc(CN3CCCC3)n2-c2ccc(F)cc2)c(OC)c1 | ? | -1% | -9%
Cc1ccc(C2=NN(CC(=O)NC(C)c3ccccc3)C(=O)CC2)cc1 (stereo not given) | -8% | 13% | 2%
Cc1ccc(CNC(=O)CCc2nnc3ccc(N4CCC5(CC4)OCCO5)nn23)cc1 | -1% | -1% | -7%

Given with values under each structure: 6 of the compounds above.
Under each structure: DT40 TDP1 CPT, GCN5L2 inh, FEN1 inhibitor
COc1ccc(C(=O)Nc2ccc(N3CCN(C)CC3)cc2)cc1OC
    5%, ?, 2%
O=C(NCC1CCCO1)c1cc(-c2ccccc2)nc2ccc(Br)cc12 (stereo not given)
    ?, -6%, -2%
COc1ccc(-c2nc(CCl)cs2)cc1OC
    4.6µM*, -6%, 0%
Cc1cc(C)n(CC(=O)NC2CCCc3c2cnn3-c2ccccc2F)n1 (stereo not given)
    -7%, -2%, 1%
CCN(CC(=O)NCCc1ccc(F)cc1)Cc1nc2ccccc2c(=O)[nH]1
    ?, -7%, 2%
Cc1ccc(CNC(=O)CCc2nnc3ccc(N4CCC5(CC4)OCCO5)nn23)cc1
    -1%, -1%, -7%

Next section:
SMILES | DT40 TDP1 CPT | GCN5L2 inh | FEN1 inhibitor
C=CCc1cc(C)ccc1OCCOCCN1CCN(C)CC1 | ? | -9% | -11%
c1ccc(CCn2nnnc2C(c2cccs2)N2CCN(Cc3ccc4c(c3)OCO4)CC2)cc1 (stereo not given) | ? | -18% | -1%
O=S(=O)(c1cccc2nsnc12)N1CCc2ccccc21 | -4% | -1% | 5%
Cc1noc(C)c1C(=O)N1CCC2(CC1)CCN(C(c1ccccc1)c1ccccc1)CC2 | -27% | -13% | .
COc1ccc(S(=O)(=O)N2CCOCC2)c(Cl)c1Cl | 0% | -4% | 1%
COc1cccc(N2CCN(C(=O)c3cc4c(s3)CCCCC4)CC2)c1 | ? | -4% | -2%
Cc1nn(-c2ccccc2)c(C)c1/C=N\N1CCN(c2ccc(Cl)cc2)CC1 | 18µM* | -9% | 0%
Cc1cc(CNC(=O)C2(C(F)(F)F)C/C(=C\CCO)CCCO2)nn1C (stereo not given) | 15% | . | -1%&2%
O=C(c1ccoc1)N1CCC(CO)(CCc2ccccc2)CC1 | -22% | -8% | 18%
Cn1c(=O)oc2cc(S(=O)(=O)N3CCC(C(=O)NCc4ccc(F)cc4)CC3)ccc21 | -10%&-2% | 4%&-5% | 2%&-6%
Cc1c(C(=O)C(=O)N2CCN(Cc3ccc4c(c3)OCO4)CC2)c2ccccc2n1C | ? | -7% | -2%
Cc1cnc(=O)[nH]c1SCC(=O)Nc1nc2ccccc2s1 | 5% | 2% | 12%
COc1ccc(OC)c(NCc2cccn2-c2nnc(N3CCC(C)CC3)s2)c1 | 2.9µM* | -7% | -2%
Cc1ccc(CSc2nc(-c3ccccc3C)nc3c2Cc2c(CO)cnc(C)c2O3)cc1 | ? | 3% | -5%
O=C(COc1ccccc1F)OCc1cc(=O)n2nc(C3CC3)sc2n1 | -17% | -3% | -5%
CN1c2ccccc2C(=O)/C(=C\Nc2ncccn2)S1(=O)=O | -13% | 2% | 7%
Cc1ccc2c(c1)nnn2C1CCN(CC(=O)N(c2ccccc2)c2ccccc2)CC1 | 13µM* | 2% | -23%
COc1cc(C)nc(N2CCCC(C(=O)NC3CCC(C)CC3)C2)n1 (stereo not given) | -21% | -12% | 8%
COc1ccc(Cl)cc1S(=O)(=O)N1CCC(C(=O)NCCc2ccccc2)CC1 | -23% | -1% | -2%
O=C(Cc1ccc(Cl)cc1)NNC(=O)Nc1cccc2ccccc12 | 6% | -9% | -10%
CCCOC1CCCN(C(=O)c2ccc(OC3CCN(Cc4ccccn4)CC3)cc2)C1 (stereo not given) | -17% | -3% | -1%
COc1ccc(C(=O)C2CCCN(C(=O)c3ccoc3C)C2)cc1F (stereo not given) | ? | -1% | 12%
Cc1cn(CC(=O)NCCCn2ccnc2)c(=O)[nH]c1=O | 16% | . | -1%
Cc1ccc(C(C)(C)C)cc1S(=O)(=O)Nc1cccc(C(=O)N2CCN(c3ccccn3)CC2)c1 | 29µM* | -7% | 5%
CC(O)c1nc2ccccc2n1CCCCOc1ccccc1 (stereo not given) | -24% | -11% | 13%

Remaining list, next part:
SMILES | DT40 TDP1 CPT | GCN5L2 inh | FEN1 inhibitor
CC(=O)Nc1nnc(/C=C/c2cccc([N+](=O)[O-])c2)s1 | -2% | -5% | -2%
Cc1ccc2nc(NC(=O)CSCC(=O)OCC(=O)c3ccccc3)sc2c1 | -12% | -8% | 0%
O=C(O)C1CC(=O)N(Cc2ccc3c(c2)OCO3)C1 (stereo not given) | -3% | 2% | -2%
Cc1ccc(NC(=O)c2ccc(OCC3CCCO3)cc2)c(C)c1 (stereo not given) | 6% | 17% | -6%
Cn1cnnc1SC1CCCCC1NS(=O)(=O)c1ccccc1 (stereo not given) | -17% | ? | 6%
CCOc1ccc(NC(=O)CN(C)C(=O)CCN2C(=O)C3CC=CCC3C2=O)cc1OCC (stereo not given) | -20% | -2% | -2%
CN(C)Cc1ccccc1-c1cncnc1Nc1ccccc1 | ? | -12% | .
CC(C)(C)N(Cc1ccccc1)C(=O)CSc1nc2ccccc2c(=O)[nH]1 | -25% | 4% | 9%
CSc1ccc(-c2nc3cccc(C)n3c2Nc2ccc3c(c2)OCO3)cc1 | ? | -14% | -12%
COc1ccc(-n2nc(C)cc2Nc2ccccc2C(=O)O)cc1 | ? | 4% | -17%
CSc1nnc2c3cc(C)ccc3n(Cc3ccccc3)c2n1 | ? | -6% | 2%
C=CCSc1nnc2c(n1)OC(c1cccnc1)N(C(C)=O)c1ccccc1-2 (stereo not given) | -15% | -6% | 0%
C[C@@]12CCC3[C@@](CCC4[C@@]3(C)CCC[C@@]4(C)C(=O)NCc3ccccc3)(CC1=O)C2 (stereo not given in full) | ? | 3% | -17%
Nn1c(SCC(=O)Nc2ccc(F)cc2)nnc1-c1cccnc1 | -4% | -13% | 4%
O=c1cc(Cc2ccc([N+](=O)[O-])cc2)[nH]c(=O)[nH]1 | -1% | . | -4%
O=C(O)CCN(CCC(=O)O)S(=O)(=O)c1ccccc1 | -1% | 0% | 2%
CCOC(=O)C1(CCCc2ccccc2)CCN(C(=O)CN2CCOC2=O)CC1 | -21% | 12% | -2%
COc1ccccc1-c1coc2cc(OC(=O)N3CCOCC3)ccc2c1=O | -18% | -6% | -7%
CSc1nc(SCCO)c2sc3nc(-c4ccco4)c4c(c3c2n1)CC(C)(C)OC4 | ? | 13µM* | -1%
CCn1c(SCc2ccc(F)cc2)nnc1-c1nn(-c2ccccc2)ccc1=O | ? | -6% | -12%

High-throughput results from PubChem.
